From PubChem BioAssay
L929 necroptosis: inhibitors of zVAD-triggered necroptosis, primary screen, L929 cells; L929 zVAD necroptosis rescue, ATP luminescence, 24 h; with zVAD 60 µM; viability rescue, % at 10 µM; 220,000 tested, 0.38% active;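 active means activation, scaled between plate controls, above about 75%, limit read from the data; inactive means activation under that limit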;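 further: 0% = zVAD with DMSO and 100% = DMSO alone without zVAD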
FXIa inh 1536: human FXIa protease inhibitors, primary screen, biochemical, 1536-well | Coagulation factor XI (Homo sapiens), P03951 | AID 798, 2007 | 220,000 tested, 0.14% active | inhibition, % at 5 µM | purified FXIa, Boc-Glu-Ala-Arg-AMC fluorogenic substrate;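 active means inhibition of at least 40%; inactive means inhibition below 40%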;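 further: fluorescence of freed AMC excited at 355 nm; 0% = enzyme without compound and 100% = no enzyme blank; many of its hits are not listed in these tables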
TbHK1 inh: Trypanosoma brucei hexokinase 1 inhibitors, primary screen, biochemical, G6PDH-coupled NADH absorbance, MLSCN library; hexokinase 1 [Trypanosoma brucei]; AID 1430, 2008; 220,000 tested, 0.11% active; inhibition, % at 10 µM; recombinant TbHK1, G6PDH-coupled NADH A340;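 active means inhibition of 50% or more in the single-dose primary screen; inactive means inhibition below 50%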
TNF death inh: inhibitors of TNF-alpha triggered necroptosis, primary screen, cell-based, Jurkat FADD-/-, single concentration | Jurkat FADD-/- TNF necroptosis rescue, ATP luminescence, 24 h; 0 = TNF only, 100 = no-TNF cells | activation (protection from cell death), % at 10 µM | 220,000 tested, 0.068% active;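 active means activation, meaning protection from cell death, of at least 50% relative to plate controls; inactive means activation below 50%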;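 further: necroptosis triggered by 40 ng/mL TNF-alpha added together with compound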
FXIIa inh 1536: human FXIIa protease inhibitors, primary screen, biochemical, 1536-well. Coagulation factor XII (Homo sapiens), P00748. purified FXIIa, Boc-QGR-AMC fluorogenic substrate, 2 h. inhibition, % at 5 µM. 220,000 tested, 0.3% active. AID 800, 2007; in the data active means inhibition above about 40%;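 further: 0% = enzyme with no compound and 100% = blank without enzyme; many of its hits are not listed in these tables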
Target sequence (P00748 20-372 limits assumed): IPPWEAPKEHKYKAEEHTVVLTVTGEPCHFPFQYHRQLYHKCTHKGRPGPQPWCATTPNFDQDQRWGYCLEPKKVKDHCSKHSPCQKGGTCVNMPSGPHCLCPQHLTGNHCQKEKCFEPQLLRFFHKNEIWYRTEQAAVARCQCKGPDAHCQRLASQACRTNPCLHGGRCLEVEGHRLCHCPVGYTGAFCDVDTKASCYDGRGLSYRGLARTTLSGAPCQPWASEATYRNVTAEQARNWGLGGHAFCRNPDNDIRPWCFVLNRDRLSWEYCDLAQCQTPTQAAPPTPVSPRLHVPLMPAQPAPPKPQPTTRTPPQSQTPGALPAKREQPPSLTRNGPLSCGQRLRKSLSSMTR
Target sequence (P00748 373-615 limits assumed): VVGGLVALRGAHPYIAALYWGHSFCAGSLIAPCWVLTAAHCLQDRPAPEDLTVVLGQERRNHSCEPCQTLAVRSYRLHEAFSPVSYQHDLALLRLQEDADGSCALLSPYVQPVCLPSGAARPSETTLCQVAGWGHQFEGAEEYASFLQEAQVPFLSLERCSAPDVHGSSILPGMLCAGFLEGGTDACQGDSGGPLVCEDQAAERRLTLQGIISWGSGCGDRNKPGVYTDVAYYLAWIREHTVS
PPC-1+TRAIL kill: compounds killing PPC-1 cancer cells with TRAIL present, primary screen, TRAIL potentiator project, ATPLite luminescence, uHTS | PPC-1 cells + TRAIL, ATPLite viability luminescence | cell killing (% activity), % at 4 µM | 220,000 tested, 0.41% active | AID 1443, 2008;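 active means cell killing above 50% in the first pass at 4 µM, then a duplicate retest at 5 µM averaging 50% or more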;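 further: plate controls were cells with TRAIL plus DMSO for no effect and medium-only wells lacking cells for full effect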
PGE2 EP2 inh: human EP2 receptor antagonists, primary screen, TR-FRET cAMP, C6 glioma cells; Prostaglandin E2 receptor EP2 subtype (Homo sapiens), P43116; C6 glioma cells expressing human EP2; cells stimulated with saturating PGE2; inhibition, % at 25 µM; 260,000 tested, 0.52% active; AID 1422, 2008;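 active means percent inhibition above 40 after rounding to a whole number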;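 further: rat C6 glioma host cells with rolipram phosphodiesterase inhibitor present; the protocol text gives 20 µM as final concentration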
Target sequence (P43116 whole entry, looked up): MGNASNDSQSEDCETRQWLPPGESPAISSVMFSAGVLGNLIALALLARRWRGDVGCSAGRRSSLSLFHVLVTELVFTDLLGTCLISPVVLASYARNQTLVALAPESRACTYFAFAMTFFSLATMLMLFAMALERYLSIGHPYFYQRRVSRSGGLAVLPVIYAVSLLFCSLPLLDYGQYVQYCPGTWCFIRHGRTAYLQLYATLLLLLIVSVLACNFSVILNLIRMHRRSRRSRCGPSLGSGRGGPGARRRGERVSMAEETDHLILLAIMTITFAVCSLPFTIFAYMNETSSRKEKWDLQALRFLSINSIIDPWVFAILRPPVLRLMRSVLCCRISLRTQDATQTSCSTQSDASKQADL
CHOP inh: inhibitors of CHOP promoter induction, primary screen, cell-based, unfolded protein response, luciferase reporter. 220,000 tested, 3.8% active. AID 2732, 2010. inhibition, % at 10 µM. CHO-K1 CHOP-promoter luciferase, tunicamycin-induced, 15-18 h;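 active means compounds that reduced the stress-induced luciferase reporter signal by more than about 70% of percent inhibition, limit read from the data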;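 further: 0% = tunicamycin plus vehicle and 100% = wells without tunicamycin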
Wee1 degr inh: Wee1 degradation inhibitors, primary screen, cell-based, HeLa, Wee1K328M-luciferase, luminescence; Wee1-like protein kinase (Homo sapiens), P30291; reporter increase, % at 5 µM; HeLa Luc-Wee1K328M stability; 100% = proteasome inhibitor MG132 effect; 220,000 tested, 1.2% active;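 active means activation above the mean of all tested compounds plus 3 SD, set per screening run, cut at about 8.8% in these data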;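 further: cells exposed to compound for 20 h before luminescence read; 0% = DMSO alone and 100% = MG132 at 30 µM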
* hit, by the source's call; . = no result given; & = joins results of further samples. Not all compounds are listed. The share of hits here may be higher or lower than overall.

SMILES	L929 necroptosis	FXIa inh 1536	TbHK1 inh	TNF death inh	FXIIa inh 1536	PPC-1+TRAIL kill	PGE2 EP2 inh	CHOP inh	Wee1 degr inh
O=C(Nc1ccc2c(c1)OCCO2)c1ccc(Br)s1	2.1	3	30	2.1	0	60*	7	27	-1
CN(CCOC(=O)c1ccc2c(c1)OCO2)C(C)(C)C	1.3	-3	-4	-0.6	5	14	0	-11	-2
CCN(CC)CCN(CC)Cc1ccccc1Br	0.0	0	8	2.1	17	16	10	5	-1
COc1ccccc1CNC(=O)C(C)Sc1ccsc1[N+](=O)[O-] (stereo not given)	-1.4	-1	-6	1.6	7	-11	6	14	-1
Cc1cc(=O)[nH]c(SCC(=O)NCCOc2ccccc2)n1	0.8	1	-8	0.1	15	12	1	-13	-1
CC(=O)N(c1ccc(Cl)cc1)c1nc(C)cc(C)c1C#N	0.1	-6	-1	0.6	4	5	11	-29	-4
CC1=Nc2nc(N3CCCCC3)c(C#N)c3c4c(nc(c23)N1)N(c1ccc(C(C)C)cc1)C(=O)C4	0.7	1	2	3.4	0	25	10	108*	-2
O=C(CSc1nc2ccccc2s1)NNC(=S)Nc1ccc(Cl)cc1	0.1	21	11	-0.3	17	14	3	14	-3
O=C(CN1CCCC1)N1CCCc2ccccc21	1.3	-4	-2	-0.6	6	9	9&-1	-8	2
CCCCCCCn1ccc(=N)cc1	-0.6	-4	-7	-8.3	-7	5	14	67	0
NC(=O)c1cc2cc(Br)ccc2oc1=NCc1ccccc1	0.4	2	-14	0.3	14	0	6	2	2
Cc1ccc(OCC(=O)Nc2cccc(S(=O)(=O)N3CCCCC3)c2)c([N+](=O)[O-])n1	0.4	4	3	0.0	8	-1	13	16	3
CC(C)Cn1c(-c2csc(C(C)C)c2)n[nH]c1=S	0.1	-1	3	0.1	6	17	4	36	-1
CCOC(=O)c1n[nH]c(=O)c2ccccc12	0.3	1	-1	0.7	7	11	5	9	3
CC(C)Cn1c(N)c(C(=O)NCCN2CCOCC2)c2nc3ccccc3nc21	-0.2	-2	-32	-1.0	-1	12	7	34	0
COc1ccccc1NC(=S)NC12CN3CN(CN(C3)C1)C2	1.1	-2	-7	0.5	3	15	3	-25	0
N#C/C(=C\Nc1ccc2cn[nH]c2c1)c1nc(-c2ccccc2)cs1	14	-3	-7	0.8	0	0	2	-66	-4
CCN(CC)S(=O)(=O)c1ccc2nc(SC)sc2c1	0.4	7	14	-0.4	22	-6	12	29	-1
O=C(CNC(=O)c1ccco1)OCC(=O)c1ccc2ccccc2c1	0.0	6	-6	-1.1	12	9	11&11	16	-2
CCCC/C(C)=N/NC(=O)c1cn(-c2ccccc2)nc1-c1ccccc1	0.1	1	1	1.7	11	11	11	12	5
Cc1ccc(CN=c2c([N+](=O)[O-])nn(-c3cccc(Cl)c3)n2O)cc1	1.7	2	-4	-0.6	10	20	5	84*	4
CS(=O)(=O)NN1C(=O)c2ccccc2NC1c1c[nH]c2ccccc12 (stereo not given)	0.7	-4	2	-0.4	-1	4	10	24	6
CC(C)N=C(NC#N)SCc1ccccc1F	-0.1	3	-5	-0.7	-8	-8	0	23	3
CCc1ccc(NC(=S)Nc2cc(OC)c(NC(=O)C(C)C)cc2OC)cc1	10	1	-7	-0.9	9	18	6	3	1
O=C(Cc1cccs1)NCCc1csc(-c2ccccc2)n1	0.2	0	-8	-1.1	8	-3	14	35	3
COC(=O)c1sc2ccccc2c1NC(=O)c1ccc(S(=O)(=O)N2CCCCC2)cc1	3.2	7	1	-1.3	4	15	13	9	1
CCN=C1S/C(=C\c2ccc(O)c(OCC)c2)C(=O)N1CC	28	-4	-13	0.5	7	-7	8	42	-1
C=CCOc1ccc(CNc2nccs2)cc1OC	0.4	7	2	-2.3	16	7	9	38	-1
O=C(CSc1nnc(-c2cccnc2)o1)c1cc2ccccc2oc1=O	1.0	-2	-5	-3.0	5	-1	15	29	-2
CCOC(=O)CSc1nnc([C@H](Cc2ccccc2)NC(=O)OC(C)(C)C)o1	1.1	18	1	-2.0	25	14	4	12	3
CCOC(=O)N1CCN(C(=S)NC(=O)c2ccc(F)cc2)CC1	0.2	-1	2	-0.5	10	20	6	1	-3
CN(C)S(=O)(=O)c1cccc(NC(=O)COc2cccc(C#N)c2)c1	2.2	7	17	2.1	10	26	8	-6	-4
COC(=O)c1ccc(N2C(=O)CC(Sc3n[nH]c(C)n3)C2=O)cc1 (stereo not given)	-0.4	4	-5	-2.4	16	5	14	15	0
CCOC(=O)c1ccc(NC(=O)N2CCOCC2)cc1	0.2	-3	-3	-0.7	10	4	15	-8	3
CCOC(=O)c1c(NC(=O)Cc2cccs2)sc(C(=O)NC2CCCC2)c1C	0.5	3	-3	-0.4	11	-14	14	40	-1
Cc1ccc2oc(=O)c3cnn(CC(=O)NCCc4ccsc4)c3c2c1	-0.3	6	1	1.4	8	4	8	16	1
Cc1oc(-c2ccccc2F)nc1CS(=O)(=O)CC(=O)NCCN(C)C1CCCCC1	0.6	-1	4	-1.2	9	2	.	4	-2
CCOc1ccccc1N1CCN(C(=O)C(Sc2ccccc2)c2ccccc2)CC1 (stereo not given)	-0.3	6	2	-3.4	11	12	10	5	-2
Cc1ccc(NC(=S)N(CCCN(C)C)Cc2cc3cc4c(cc3[nH]c2=O)OCO4)cc1	-1.2	1	-19	4.7	8	21	7	-2	-1
COc1ccc(/C=N/NC(=O)CSc2nnc(C)n2-c2ccccc2)c(OC)c1OC	0.0	-2	-4	-3.8	-11	23	17	15	3
O=C(NCc1ccco1)c1ccc2ccccc2n1	-0.1	5	0	-0.6	9	4	4	-15	-1
CC(=O)c1cccc(NS(=O)(=O)c2c(C)noc2C)c1	0.8	3	-5	0.9	14	3	.	-4	-1
COc1ccc(N=c2oc3c(OC)cccc3cc2C(=O)NCc2ccco2)c(OC)c1	2.7	3	-22	1.4	19	3	4	89*	1
O=C(Nc1ccc2c(c1)CCC2)c1cccc(S(=O)(=O)N2CCN(c3ccc(F)cc3)CC2)c1	0.6	1	-9	0.3	16	14	14	78*	3
CCC(C)NC(=O)CN(c1cc(C)ccc1OC)S(C)(=O)=O (stereo not given)	0.2	3	4	0.6	10	5	2	2	-1
CCOc1ccccc1NC(=O)c1ccc(-n2cncn2)nc1	3.2	-4	-7	1.4	-2	-13	6	7	-1
C=CCSC1=C(C#N)C(c2ccccc2Cl)CC(=O)N1 (stereo not given)	-0.1	-4	4	-2.4	-17	17	14	38	5
COc1ccccc1NS(=O)(=O)c1cc(NC(=O)CNC(=O)c2cc(C)cc(C)c2)ccc1C	0.9	2	8	2.6	9	-3	6	44	-1
CCn1c2ccccc2c2nnc(SCC(=O)NCc3cccs3)nc21	0.8	3	-11	0.4	16	4	4	30	1
CN1c2ccccc2Oc2nnc(N3CCN(Cc4ccccc4)CC3)cc21	54	-7	-14	3.0	1	10	7	-2	-3
COc1ccccc1NC(=O)Cn1c(=O)c(N(C)C)c(N)n(C)c1=O	1.0	-4	3	0.4	6	9	7	-15	-4
O=C(COC(=O)c1cc(-c2cccs2)nn1-c1ccccc1)Nc1ccc(Cl)c([N+](=O)[O-])c1	-0.5	-2	4	1.4	1	21	1	32	0
CC1=CC(C#N)(C#N)C(C#N)(C#N)C(c2ccccc2)N1 (stereo not given)	0.8	4	-1	-3.1	4	-7	7	32	-1
CSc1nc2cc(Oc3cccc(Cl)c3Cl)c(Cl)cc2[nH]1	.	.	.	.	.	10	13	43	0
O=C(NCc1ccccc1)c1ccc(Br)cc1	6.1	-1	-4	1.3	7	12	7	24	0
O=C(CSCc1ccc(Cl)cc1)N/N=C/c1ccc(Cl)cc1Cl	-0.1	5	-2	-1.4	4	-12	12	91*	-1
O=C(CCN1CCN(CCO)CC1)Nc1cccc(Br)c1	0.2	2	6	1.5	10	10	2	-7	-3
NNC(=S)NCc1ccc2c(c1)OCO2	0.2	4	1	0.8	14	-1	9	-23	0
Cc1cc(Br)ccc1NC(=O)CNC(=O)CN1C(=O)NC2(CCCCCC2)C1=O	0.0	9	6	-2.1	2	12	18	44	1
CSCCC(NS(=O)(=O)c1ccc2c(c1)OCCO2)C(=O)NCCc1ccccn1 (stereo not given)	0.0	-6	1	-1.0	-3	4	12	6	-2

Fetched one by one from the entries so far:
SMILES	L929 necroptosis	FXIa inh 1536	TbHK1 inh	TNF death inh	FXIIa inh 1536	PPC-1+TRAIL kill	PGE2 EP2 inh	CHOP inh	Wee1 degr inh
CCOC(=O)c1c(NC(=O)Cc2cccs2)sc(C(=O)NC2CCCC2)c1C	0.5	3	-3	-0.4	11	-14	14	40	-1
CCC(C)NC(=O)CN(c1cc(C)ccc1OC)S(C)(=O)=O (stereo not given)	0.2	3	4	0.6	10	5	2	2	-1
CCOc1ccccc1NC(=O)c1ccc(-n2cncn2)nc1	3.2	-4	-7	1.4	-2	-13	6	7	-1
CCn1c2ccccc2c2nnc(SCC(=O)NCc3cccs3)nc21	0.8	3	-11	0.4	16	4	4	30	1

(more compounds)
SMILES	L929 necroptosis	FXIa inh 1536	TbHK1 inh	TNF death inh	FXIIa inh 1536	PPC-1+TRAIL kill	PGE2 EP2 inh	CHOP inh	Wee1 degr inh
COc1ccc2nc(SCC(=O)NC3CCCc4ccccc43)[nH]c2c1 (stereo not given)	1.4	8	41	1.5	9	12	5	53	1
COc1ccc(-n2c(NC(=O)c3ccco3)c(C#N)c3nc4ccccc4nc32)cc1	-0.1	-7	-5	-9.3	-14	-2	13	21	2
O=C(NCC1CCCO1)c1cc(-c2ccccc2)nc2ccccc12 (stereo not given)	0.1	1	-23	-0.4	8	11	5	1	-1
COc1ccc(N(Cc2cc3ccc(C)cc3[nH]c2=O)C(=O)C2CCCO2)cc1 (stereo not given)	0.4	-5	-27	1.7	-4	-6	7	11	-1
CCOC(=O)CCNC(=O)c1ccccc1Br	1.1	-2	-4	1.9	-1	4	9	-10	4
CCc1ccc2[nH]c(=O)c(CN(Cc3ccc(OC)cc3)Cc3nnnn3CCOC)cc2c1	0.5	6	-23	-1.3	8	14	11	36	-2
CCN1CCOC(CC(=O)Nc2cccc([N+](=O)[O-])c2)C1=O (stereo not given)	0.6	1	-14	-3.1	8	8	5	1	4
COCCn1c(/C=C/c2ccccc2)nc2ccccc21	3.1	-7	-35	-2.3	-4	42	12	11	-1
Cc1ccc(-c2nnn(CC(=O)N3CCCCC3)n2)o1	0.9	4	4	1.7	3	11	7	-23	2
O=C(NCC(F)(F)F)N1CCOCC1	-0.9	2	-4	-0.8	14	8	12	20	-2
O=C(CNc1n[nH]c(=O)[nH]c1=O)N/N=C/C=C/c1ccccc1	0.4	-3	-31	0.5	12	-19	6	-2	-3
COc1ccc(OC)c(-c2csc(NC(=O)C3COc4ccccc4O3)n2)c1 (stereo not given)	-0.4	-7	1	-0.7	5	11	5	31	4
COc1cc(N2CCCC2)c(OC)cc1/C=C(/C#N)c1cccc(Br)c1	0.6	6	21	0.4	20	33	11	61	-2
CCOc1cc(N2CCOCC2)c(OCC)cc1NC(=O)c1cc(C)cc(C)c1	0.7	-2	-9	2.5	8	10	7	11	0
CCOC(=O)Cn1nc(C)c(NC(=O)COc2ccc(F)cc2F)c1C	1.7	-4	1	-1.0	10	3	10	14	0
